S3 lipid droplet = qHTS Assay for Lipid Storage Modulators in Drosophila S3 Cells | Drosophila S3 cells, BODIPY lipid droplet fluorescence, 18-24 h; cells fed with added oleic acid | Potency in µM for hits, for the others lipid storage change, negative = inhibition, % at the top dose, mostly 46.1 µM | actives 0.64% (n = 320,000); active means well fitted inhibition curve with a large enough effect in the signal ratio, with a control signal flat, not every such curve was filed as active; inconclusive means small, poorly fitted or top-dose-only effect, or effect the other way, or a change in a side signal; the % refers to the signal ratio
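Laser-scanning cytometry quantifies lipid droplet accumulation (500–530 nm total intensity; droplet/cell object ratio) in oleic acid-fed (400 uM added) Drosophila S3 cells treated with a concentration series. 20 uM Triacsin C defined 100% inhibition.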
S3 lipid droplet cell count max = further read-out of S3 lipid droplet, marked with its call; cell number change, %; measured here: cell count max response;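 cells counted by Cell Tracker Red CMTPX staining in the red channel; peak over a dose series mostly up to 46.1 µM; percent activity relative to internal control wells on each plate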
* marks the source's active call; other numbers are inactive results; i = inactive; ? = inconclusive; nt = no result given; [ ] = remark or other dose. On the % scale 0 is the no-effect control and ±100 the full control effect; potency means the concentration at half of the fitted maximal effect. The list is partial. The share of hits here may be higher or lower than overall.

SMILES	S3 lipid droplet	S3 lipid droplet cell count max
O=C1C=C(O)CC(c2ccco2)C1 (stereo not drawn)	0%	2
COc1ccccc1CCNS(=O)(=O)CCNC(=O)c1ccccc1	i	nt
CCOC(=O)C1=C(CC)Nc2ccccc2N/C1=N\S(=O)(=O)c1ccccc1OC	?	nt
CCC1CCCCN1CCCNC(=O)C1CCN(c2ncnc3c2nc2n3CCCCC2)CC1 (stereo not drawn)	11%	24
O=S(=O)(Nc1ccc2c(c1)OCCO2)c1cccs1	?	nt
O=C(Oc1ccc2ccccc2c1)C1CCC1	?	nt
CCN(C(=O)CSc1n[nH]c(-c2cc(Cl)ccc2OC)n1)C1CCS(=O)(=O)C1 (stereo not drawn)	?	nt
COc1ccc(Nc2oc(-c3ccc(Cl)cc3)nc2C#N)cc1	-1%	-24
CCOc1ccc(-c2n[nH]c(C)c2Oc2ccccc2OC)c(O)c1	?	nt
CC1(C#N)c2ccccc2C(Br)=CN1C(=O)c1ccccc1 (stereo not drawn)	?	nt
CCOc1ccc(NC(=O)CN2CCN(C3c4ccccc4-c4ccccc43)CC2)cc1	-3%	-7
CC(=O)c1ccc(NC(=O)C2CCN(S(=O)(=O)c3cccc4nonc34)CC2)cc1	?	nt
C/C=C\C=C/C(=O)Nc1cccc(C2=NOC3(C2)C[C@H](C(N)=O)N(C(=O)c2ccc(OC)cc2)C3)c1 (stereo partly drawn)	-3%	nt
COc1cc(NC(=O)CCc2nnc3ccc(N4CCC5(CC4)OCCO5)nn23)cc(OC)c1	?	nt
Cc1ccc(-c2nc(N/N=C/c3cccc([N+](=O)[O-])c3)c3ccccc3n2)cc1	-1%	-12
Cc1ccccc1NC(=O)C(C)c1cccc(C(=O)c2ccccc2)c1 (stereo not drawn)	-7%	29
CCOc1ccccc1/C=C(/C#N)C(N)=O	-10%	-14
O=C(CN1C(=O)CSc2cc(S(=O)(=O)N3CCCCCC3)ccc21)NCCc1ccccc1	?	nt
Cc1nc(N2CCN(C(=O)c3cccs3)CC2)c2c3c(sc2n1)CCCC3	?	nt
N#Cc1cccc(NC(=O)COC(=O)C2CCC2)c1	?	nt
Cc1ccc2c(c1)N(Cc1cccc(C#N)c1)C=NS2(=O)=O	?	nt
CN(C)CC/C=C1/c2ccccc2Sc2c(O)cc(Cl)cc21	-17%	-27
CCc1ccc(N(CC(=O)NC(C)(C)C)C(=O)CNC(=O)c2cccs2)cc1	?	nt
Cc1ccc(S(=O)(=O)Cc2ccc(C(=O)NCCc3ccccc3)o2)cc1	?	nt
COc1ccc([C@H]2CC(=O)C=C(c3cccc(C(C)C)c3)C2)cc1	?	nt

Carrying on:
SMILES	S3 lipid droplet	S3 lipid droplet cell count max
O=C(NCc1ccccn1)C(=O)Nc1nc(-c2ccccc2)cs1	?	nt
Nn1c(SCC(=O)Nc2ccccc2)nnc(Cc2ccccc2)c1=O	23%	-1
CCN1C=C(Cc2ccc(F)cc2)C2=C(C1)C(c1ccc(F)cc1)C(C#N)=C(N)O2 (stereo not drawn)	?	nt
Cc1cc(C)nc(NC(=O)C(c2ccccc2)c2ccccc2)c1	?	nt
Cc1cc2c(cc1C)N(Cc1ccccc1)C1=NCCCN12	7%	-9
COc1ccc(Cc2nnc(NS(=O)(=O)c3ccc(NC(C)=O)cc3)s2)cc1	i	14
CCCCc1ccc(NC(=O)CSc2nc(=O)n(CCN(C)C)c3c2CCC3)cc1	-48%[0.0737 µM]	nt
Cc1ccc2cccc(SCC(=O)N3CCOCC3)c2n1	i	0
CC(C)CN(C(=O)CSc1nc2ccccc2c(=O)n1C)C1CCS(=O)(=O)C1 (stereo not drawn)	?	nt
O=C(Cc1ccc([N+](=O)[O-])cc1)NCc1ccncc1	12%	3
CCOc1ccc(N2C(=O)C3CCCN3C2=S)cc1 (stereo not drawn)	?	nt
CCCc1cc(=O)[nH]c(SCC(=O)Nc2cc(C)on2)n1	16%	nt
COc1ccc(-c2ncccc2OC(=O)C23CC4CC(CC(C4)C2)C3)cc1	?	nt
CC1=NOC(=O)/C1=C\c1ccc(-c2cc(Cl)ccc2Cl)o1	?	nt
Cc1ccccc1-n1c(O)c(/C=N/N2CCCCC2c2cccnc2)c(=O)[nH]c1=O (stereo not drawn)	?	nt
Cc1ccc(N2CC(C(=O)Nc3nnc(SCC(N)=O)s3)CC2=O)cc1 (stereo not drawn)	10%	nt
COc1ccccc1N=CC=C1OC(C)(C)C(C)(C)O1	-4%	-7
COc1cccc(C(=O)Nc2cc(NC(=O)c3cccs3)ccc2C)c1	?	nt
CCN1CCN(c2ncc(C(=O)Nc3cc(Cl)c(OC)cc3OC)c3ccccc23)CC1	?	nt
CCC(=O)NC(=S)NNC(=O)c1ccccc1[N+](=O)[O-]	?	nt
O=C(CCCn1c(=O)c2sccc2n(Cc2ccc(F)cc2)c1=O)NCc1ccco1	?	nt
COc1ccc(C(=O)NCCSCc2ccccc2C)cc1	-16%	-5
COc1cccc(C(C(=O)NC2CCCCC2)N(C(=O)c2ccco2)c2ccccc2OC)c1 (stereo not drawn)	?	nt
O=C(NCC(c1ccco1)N1CCN(c2ccccc2)CC1)c1cccs1 (stereo not drawn)	-5%	nt
C=CCN(CC=C)C(=O)C[n+]1ccc(C(N)=O)cc1	?	nt

(next part)
SMILES	S3 lipid droplet	S3 lipid droplet cell count max
CC1=C(C)C(OCCBr)N(c2cc(O)c(Cl)cc2F)C1=O (stereo not drawn)	-6%	0
Cn1c(CCN2CCN(c3ccccn3)CC2)nc2cc(NS(=O)(=O)c3ccc(Cl)cc3)ccc21	?	nt
CCCCCC(C)n1[nH]c(=O)c2c(C)cc(C)nc21 (stereo not drawn)	?	nt
Cc1onc(-c2c(Cl)cccc2Cl)c1C(=O)Nc1ccc2c(c1)OCCO2	18%	1
CC(C)CC(=O)NC(NC(=S)Nc1sc2c(c1C#N)CCCC2)C(Cl)(Cl)Cl (stereo not drawn)	-24%	9
CCC(C(=O)NC(C)(C)C)N(C(=O)Cn1nnc(-c2ccccc2F)n1)c1cnc2ccccc2c1 (stereo not drawn)	?	nt
NC(=O)Cn1ccc(O)c(Cc2ccc(Cl)cc2Cl)c1=O	-15%	13
O=C(NC1CCCCC1)C(c1ccc(O)cc1)N(C(=O)c1cnccn1)c1cccc(F)c1 (stereo not drawn)	?	nt
O=C(Nc1ccc(O)c2c(=O)cc(-c3ccccc3Cl)oc12)c1ccc(Cl)cc1Cl	-6%	nt
O=C(NC1CCCCC1)c1ccc(CNc2nc(=S)[nH]c3ccccc23)cc1	i	nt
COc1ccc(N2CCCn3c2nc2c3c(=O)n(Cc3ccccc3)c(=O)n2C)c(OC)c1	12%	19
CCOC(=O)C1C(C#N)=C(N)OC(C)=C1c1ccncc1 (stereo not drawn)	21%	-9
N#CCN1CCN(CC(=O)Nc2ccc(OCc3ccccc3)cc2)CC1	?	nt
CN(C(=O)COC(=O)CNC(=O)CNC(=O)c1ccc(Cl)cc1Cl)c1ccccc1	?	nt
NNC(=O)c1ccc(N2CCc3ccccc32)c([N+](=O)[O-])c1	?	nt
COc1cc(C2CC(=O)NC3=C2C(=O)CC(C)(C)C3)ccc1O (stereo not drawn)	-6%	-3
Cc1ncn(-c2ccc(C(=O)Oc3ccccc3)cn2)n1	?	nt
CC1CCc2sc3c(c2C1)c(=O)n(CC(=O)O)c(=O)n3Cc1ccc(Cl)cc1 (stereo not drawn)	9%	0
O=C(COc1ccc(Br)cc1)N1CCCCCC1	?	nt
COc1ccc(S(=O)(=O)Oc2ccc3c(c2)O/C(=C\c2cccnc2)C3=O)cc1	?	nt
COc1ccc(NC(=O)c2cc(SC)ccc2Cl)cc1	14%	-1
CC(=O)Nc1ccc(C(=O)N2CCN(S(=O)(=O)c3ccc4c(c3)OCCCO4)CC2)cc1	?	nt
CC1(C)CNC(=O)C=C(c2ccccc2)C1	?	nt
CC(C)(C)c1csc(NC(=O)CSC2=NCCS2)n1	-10%	-16
N/C(=N\OC(=O)COc1ccc2ccccc2c1Br)c1cccnc1	17%	2

Further records
SMILES	S3 lipid droplet	S3 lipid droplet cell count max
O=C(c1ccc2oc(CCCc3ccccc3)nc2c1)N1CCCCC1CO (stereo not drawn)	i	4
O=C(Cn1nnc(-c2ccccc2)n1)NCc1ccc2c(c1)OCO2	?	nt
Clc1ccc(Cc2nnc(-c3ccccc3Br)o2)cc1	?	nt
CNC(=O)NC(=O)C(C)OC(=O)c1ccc(Cl)c(S(=O)(=O)Nc2ccc(F)cc2)c1 (stereo not drawn)	0%	13
CCOC(=O)N1CCC(N2Cc3cccc(C(=O)NCc4ccc(C)cc4)c3C2=O)CC1	?	nt
Cc1cc(-n2c(SCC(=O)Nc3ccc(F)c(F)c3)nc3n[nH]c(C)c3c2=N)ccc1Cl	?	nt
Cc1nn2c(N3CCCC3)cc(C(C)C)nc2c1-c1ccccc1	?	nt
Cc1nc(Cl)c2oc3ccccc3c2n1	?	nt
Cc1ccccc1-n1c(C)nnc1SCC(=O)NCC1CCCO1 (stereo not drawn)	?	nt
C=CCC(CC=C)(NC(=O)c1ccccc1C)c1ccccc1	4%	-1
Cc1ccc(OCCC(=O)Nc2ccccc2C(=O)NC2CC2)cc1	?	nt
CCC1c2ccc(C)n2CCN1C(=O)Nc1ccccc1C(=O)OC (stereo not drawn)	?	nt
O=C(O)CN(C1CCCCC1)S(=O)(=O)c1ccc(F)cc1	?	nt
Cc1ccc(S(=O)(=O)N2CCN(C(=O)COC(=O)C3(C)CC3(Cl)Cl)CC2)c(C)c1 (stereo not drawn)	?	nt
CC(=O)Nc1cccc(NC(=O)CSc2nccn2Cc2ccc(F)cc2)c1	?	nt
COc1ccc(-c2nnc(SCC(=O)OC3CCCCC3)o2)cc1OC	?	nt
O=S1(=O)CCO[C@H]2Cc3ccccc3[C@H]2N1Cc1cccc(F)c1	?	nt
O=C(Cn1cnc2ccccc2c1=O)N1CCN(c2ccccc2)CC1	1%	23
COc1ccc(CNc2ncnc3cc(OC)c(OC)cc23)cc1OC	-9%	-3
CN1CCN(CCCNC(=O)c2ccc3c(Cl)c4c(nc3c2)CCCC4)CC1	?	nt
COC(=O)c1ccc(NC(=O)Nc2ccc(F)cc2F)cc1	29%[9.22 µM]	-3
O=C(C1=C[C@H](c2ccc(C(F)(F)F)cc2)C[C@H](OCc2ccc(CO)cc2)O1)N1CCOCC1	15%	3
O=C(OCC(=O)N1CCOCC1)c1ccccc1SCC(=O)N1CCCC1	?	nt
Cc1ccc(C(C)C)c(OCc2ccc(C(=O)N/N=C/c3ccc(O)cc3O)cc2)c1	?	nt
O=c1c(Cc2ccc(F)cc2)c(O)ccn1Cc1ccco1	?	nt

Rewritten bar-delimited: 14 of the compounds above.
Structure | S3 lipid droplet | S3 lipid droplet cell count max
O=C(c1ccc2oc(CCCc3ccccc3)nc2c1)N1CCCCC1CO (stereo not drawn) | i | 4
O=C(Cn1nnc(-c2ccccc2)n1)NCc1ccc2c(c1)OCO2 | ? | nt
Clc1ccc(Cc2nnc(-c3ccccc3Br)o2)cc1 | ? | nt
CNC(=O)NC(=O)C(C)OC(=O)c1ccc(Cl)c(S(=O)(=O)Nc2ccc(F)cc2)c1 (stereo not drawn) | 0% | 13
CCOC(=O)N1CCC(N2Cc3cccc(C(=O)NCc4ccc(C)cc4)c3C2=O)CC1 | ? | nt
Cc1cc(-n2c(SCC(=O)Nc3ccc(F)c(F)c3)nc3n[nH]c(C)c3c2=N)ccc1Cl | ? | nt
Cc1nn2c(N3CCCC3)cc(C(C)C)nc2c1-c1ccccc1 | ? | nt
Cc1nc(Cl)c2oc3ccccc3c2n1 | ? | nt
Cc1ccccc1-n1c(C)nnc1SCC(=O)NCC1CCCO1 (stereo not drawn) | ? | nt
C=CCC(CC=C)(NC(=O)c1ccccc1C)c1ccccc1 | 4% | -1
Cc1ccc(OCCC(=O)Nc2ccccc2C(=O)NC2CC2)cc1 | ? | nt
CCC1c2ccc(C)n2CCN1C(=O)Nc1ccccc1C(=O)OC (stereo not drawn) | ? | nt
O=C(O)CN(C1CCCCC1)S(=O)(=O)c1ccc(F)cc1 | ? | nt
Cc1ccc(S(=O)(=O)N2CCN(C(=O)COC(=O)C3(C)CC3(Cl)Cl)CC2)c(C)c1 (stereo not drawn) | ? | nt

Later entries
SMILES	S3 lipid droplet	S3 lipid droplet cell count max
CN(CC(=O)NCC1CCCCC1)S(=O)(=O)c1ccc(F)cc1	4%	1
CCOC(=O)c1c(NC(=O)CCc2ccc(CC)o2)sc(C)c1C	i	nt
COc1ccccc1N1CCN(C(=O)C2CCN(C(=O)c3ccc(C(C)(C)C)cc3)CC2)CC1	?	nt
Cc1cc(=O)n2nc(N3CCC(C(=O)NCc4cccnc4)CC3)sc2n1	3%	-2
Nc1nc2ccccc2n1C(=O)c1ccco1	14%	-12
O=C1CSC(c2ccc(F)cc2)N1c1ccccc1F (stereo not drawn)	i	nt
CSCCC(NC(=O)COc1cccc2ccccc12)C(=O)O (stereo not drawn)	-13%	21
COc1c(Br)cc(/C=N/n2c(-c3ccccc3)n[nH]c2=S)c(O)c1Br	-6%	-15
COc1cccc(CNC(=O)CCCc2cn(C)c3ccccc23)c1	-4%	-11
COc1ccccc1/C=C/C(=O)OCC(=O)c1c[nH]c2ccccc12	?	nt
N#CCCN(C(=O)COC(=O)CCc1c[nH]c2ccccc12)c1ccccc1	i	nt
O=C1NC(=O)/C(=C/c2cccc3ccccc23)S1	?	nt
O=C(CCCOc1ccccc1)N1CCN(S(=O)(=O)c2ccccc2)CC1	?	nt
CCn1cnc2c1c(=O)[nH]c(=O)n2Cc1ccccc1	i	6
COc1cc(/C=N/NC(=O)C(=O)/C=C2\NC(C)(C)Cc3ccccc32)ccc1O	6%	11
CC1=C(C)C(C)=C(C#N)C(=C(C#N)C#N)N1	1%	4
Cc1cnc(NC(=O)Nc2ccc(Cl)cc2)s1	?	nt

Screening results deposited in PubChem BioAssay by National Center for Advancing Translational Sciences (NCATS).
